CCHFV vOTU inh: blocks the CCHF virus ovarian tumor domain protease; inhibition, % at 11.5 µM; hit rate 0.55% among 370,000; AID 651958; CCHFV vOTU protease, Pep-AMC fluorescence; in the data active means inhibition above about 30%; further: 0% = vehicle wells with enzyme and 100% = no enzyme wells
* hit, by the source's call. Not all compounds are listed (hit frequency here may not be typical).

`O=C(CSc1nc2c(c(=O)[nH]1)CCCC2)N1CCCCC1` gave CCHFV vOTU inh 7.3.
Screening COC(=O)[C@]12C[C@H](CC(=O)N3CCCC3)C(=O)N(Cc3cccc4ccccc34)C1=C[C@H](C(C)C)O[C@@H]2C1CC1 returned CCHFV vOTU inh 4.7.
Screening O=C(CNS(=O)(=O)c1cc2ccccc2s1)N1CCN(c2ccccn2)CC1 returned CCHFV vOTU inh -9.4.
CNC(=O)C[C@H]1CC[C@@H]2NC[C@H](O)COC[C@H]2O1 was read as CCHFV vOTU inh 9.6.
For O=C(CCc1ccccc1)N[C@H]1[C@H](OC(=O)c2cnccn2)CCC[C@@]12C(=O)N(Cc1ccccc1)c1ccccc12 the results were CCHFV vOTU inh 8.3.
O=C(c1cc(Cl)cc(Cl)c1)N1CC[C@H]2[C@H](CCCN2Cc2cc(F)cc(F)c2)C1 was read as CCHFV vOTU inh 7.0.
`COc1ccc(OC)c(S(=O)(=O)n2c(CN3CCOCC3)nc3ccccc32)c1` gave CCHFV vOTU inh -6.1.
For O=S1(=O)CC2c3ccccc3CCN2CN1Cc1ccc(F)cc1 (configuration not stated) the results were CCHFV vOTU inh 3.2.
CC(C)=CCC[C@@]1(C(=O)O)[C@@H]2C/C=C(\C)CC/C=C(\C)CC[C@H]1[C@]1(CC2)CO1 was read as CCHFV vOTU inh 10.2.
Screening Cc1ccc2nc(CN(C)C(=O)[C@H]3O[C@@H](n4cnc(C(N)=O)n4)[C@H](O)[C@@H]3O)[nH]c2c1 returned CCHFV vOTU inh 15.8.
For COC(=O)[C@@]12C[C@@H](CC(=O)N3CCC(c4ccccc4)CC3)C(=O)N(Cc3ccco3)C1=CCC(C)(C)C2 the results were CCHFV vOTU inh 0.3.
O=C(CSc1nnc(COc2ccc(Cl)cc2)n1Cc1ccco1)Nc1ccc2c(c1)OCO2 was read as CCHFV vOTU inh 2.3.
For CCN(CCOC(=O)Nc1ccc(Cl)cc1)C(=O)Nc1ccc(Cl)cc1 the results were CCHFV vOTU inh -2.0.
For COC(=O)[C@]12C[C@H](CC(=O)N3CCOCC3)C(=O)N(Cc3ccccc3)C1=C[C@H](C(C)(C)C)O[C@@H]2C the results were CCHFV vOTU inh -1.3.
O=S1(=O)N[C@@H](Cc2ccccc2)COc2cccc(NCCCN3CCOCC3)c21 was read as CCHFV vOTU inh 1.9.
O=C(Nc1ccc(OC(F)(F)F)cc1)Nc1c(-c2ccc(F)cc2)nc2ncccn12 was read as CCHFV vOTU inh -1.0.
CC(C)C[C@@H]1COc2cc(Br)ccc2S(=O)(=O)N1Cc1cn(Cc2ccc(Br)cc2)nn1 was read as CCHFV vOTU inh 0.5.
`CCN(CC)C(=O)CC[C@@H]1CC[C@]2(CCCN(Cc3nccs3)C2)O1` gave CCHFV vOTU inh -7.7.
CCC(NC(=O)c1cccc2c1C(=O)N(Cc1cccnc1)C2)c1ccccc1 (configuration not stated) was read as CCHFV vOTU inh 6.5.
O=C(NCCc1ccccc1)C1C(=O)Nc2ccccc2C(=O)N1C1CCCCC1 (configuration not stated) was read as CCHFV vOTU inh -0.6.
Screening COc1ccc(-n2c(SCC(=O)Nc3cc(C)c(NC(=O)c4ccccc4)cc3OC)nnc2-c2cccnc2)cc1 returned CCHFV vOTU inh -2.5.
`COC(=O)[C@]12CCCCC=C1N(Cc1ccc(OC)cc1)C(=O)[C@@H]2CC(=O)NCC1CCCCC1` gave CCHFV vOTU inh 15.0.
Screening O=C(NC1CCCCN(Cc2cccc(F)c2)C1=O)c1cccc(C(F)(F)F)c1 (configuration not stated) returned CCHFV vOTU inh 7.9.
For CCOC(=O)[C@]12CCCCC/C=C\1N(Cc1ccc(OC)cc1)C(=O)[C@H]2CC(=O)NCCc1ccccc1OC the results were CCHFV vOTU inh 8.4.
CCCCNC(=O)C[C@H]1C[C@@]2(C(=O)OC)C(=C[C@H](C(C)(C)C)O[C@@H]2C)N(Cc2ccc3c(c2)OCO3)C1=O was read as CCHFV vOTU inh 23.9.
`Cc1nc(NC(=O)C(C)(C)C)sc1[N+](=O)[O-]` gave CCHFV vOTU inh 6.1.
Screening COc1cccc(CNC(=O)C2CCCN(c3ncccn3)C2)c1OC (configuration not stated) returned CCHFV vOTU inh -6.7.
For CCOc1ccc(N(CC(=O)Nc2c(C)n(C)n(-c3ccccc3)c2=O)S(=O)(=O)c2cc(OC)ccc2OC)cc1 the results were CCHFV vOTU inh 1.0.
For CCCC[C@H]1C2CC(OC(=O)Nc3cccc(Cl)c3)C(C2)[C@H]2CCCCN21 (some centres not stated) the results were CCHFV vOTU inh 3.7.
For CCOC(=O)[C@H](Cc1ccccc1)NC(=O)[C@H]1C[C@@]2(N3CCCCC3)c3ccccc3N(C(=O)OC(C)(C)C)[C@H]2N1C(=O)OC(C)(C)C the results were CCHFV vOTU inh 23.7.
For CCNC(=O)N1CCN(c2ccc(N3CCN(C(=O)NCC)[C@@H](C)C3)c(C)c2)[C@@H](C)C1 the results were CCHFV vOTU inh 2.0.
For O=C(OCc1cn(Cc2cc(F)cc(F)c2)nn1)N1CCOCC1 the results were CCHFV vOTU inh 3.3.
`CC(=O)C1=C(C)N(Cc2ccc(F)cc2)C(=S)NC1c1cccc(F)c1` (configuration not stated) gave CCHFV vOTU inh 2.7.
For COc1ccc(C(C(=O)Nc2ccc(F)cc2)N2CCN(c3cccc(C(F)(F)F)n3)CC2)cc1 (configuration not stated) the results were CCHFV vOTU inh 14.7.
For COc1ccc(CN2C(=O)CSCCC2(C)c2nnnn2-c2c(C)cccc2C)cc1 (configuration not stated) the results were CCHFV vOTU inh -3.7.
`O=C(Nc1nccs1)C1(C(=O)C2CC2)CC(c2ccccn2)=NO1` (configuration not stated) gave CCHFV vOTU inh -4.8.
Cc1ccccc1CC(=O)Nc1nnc(-c2cccnc2)s1 was read as CCHFV vOTU inh -6.3.
Screening CCc1c(-c2ccc(F)cc2)ncn1Cc1cccc(-c2ccccc2)c1 returned CCHFV vOTU inh -1.9.
CCN(CC)C(=O)CC[C@H]1CC[C@]2(CCCN(S(C)(=O)=O)C2)O1 was read as CCHFV vOTU inh -4.1.
COC(=O)[C@]12C[C@H](CC(=O)NCC3CCCCC3)C(=O)N(Cc3cccc4ccccc34)C1=C[C@H](COCc1ccccc1)O[C@@H]2C was read as CCHFV vOTU inh 7.4.
For Cc1nn(-c2ccccc2)c2sc(C(=O)N3CCC4(CC3)OCCO4)cc12 the results were CCHFV vOTU inh 15.2.
COC(=O)C1CN(Cc2cn(CCC3OCCO3)nn2)CCS(=O)(=O)N1Cc1ccccc1 (configuration not stated) was read as CCHFV vOTU inh -5.2.
`COc1cc2c(cc1NC(=O)CSc1nnc(-c3ccccc3C)n1Cc1ccco1)oc1ccccc12` gave CCHFV vOTU inh 6.7.
COC(=O)C1CN(Cc2ccc(Cl)cc2)CCS(=O)(=O)N1Cc1cn(Cc2ccccc2)nn1 (configuration not stated) was read as CCHFV vOTU inh 3.3.
`Cc1ccc(-c2c(NC(=O)c3ccc(F)cc3)nc3ncccn23)cc1` gave CCHFV vOTU inh -19.6.
`COCCNC(=O)C1C(=O)Nc2ccccc2C(=O)N1c1ccc2c(c1)OCCO2` (configuration not stated) gave CCHFV vOTU inh 26.3.
Cc1cccc(-c2cccc3c4c([nH]c23)[C@@H]2C[C@H](N(C)C(=O)c3ccccc3C)[C@H]([C@H](C)O)C(=O)N2CC4)c1 was read as CCHFV vOTU inh -5.8.
CC(=C1SC(=S)NC1=O)c1ccc(Cl)c(O)c1 was read as CCHFV vOTU inh 12.0.
`C[C@H]1COc2c3ccccc3nn21` gave CCHFV vOTU inh -0.8.
For COc1cccc(C(=O)N[C@H](C(=O)N2CCC[C@H]2C(=O)NCc2ccccc2)C(C)C)c1 the results were CCHFV vOTU inh 3.5.

As a working copy, part of the list above.
Screening CCc1c(-c2ccc(F)cc2)ncn1Cc1cccc(-c2ccccc2)c1 returned CCHFV vOTU inh -1.9.
CCN(CC)C(=O)CC[C@H]1CC[C@]2(CCCN(S(C)(=O)=O)C2)O1 was read as CCHFV vOTU inh -4.1.
COC(=O)[C@]12C[C@H](CC(=O)NCC3CCCCC3)C(=O)N(Cc3cccc4ccccc34)C1=C[C@H](COCc1ccccc1)O[C@@H]2C was read as CCHFV vOTU inh 7.4.
For Cc1nn(-c2ccccc2)c2sc(C(=O)N3CCC4(CC3)OCCO4)cc12 the results were CCHFV vOTU inh 15.2.
COC(=O)C1CN(Cc2cn(CCC3OCCO3)nn2)CCS(=O)(=O)N1Cc1ccccc1 (configuration not stated) was read as CCHFV vOTU inh -5.2.
`COc1cc2c(cc1NC(=O)CSc1nnc(-c3ccccc3C)n1Cc1ccco1)oc1ccccc12` gave CCHFV vOTU inh 6.7.
COC(=O)C1CN(Cc2ccc(Cl)cc2)CCS(=O)(=O)N1Cc1cn(Cc2ccccc2)nn1 (configuration not stated) was read as CCHFV vOTU inh 3.3.
`Cc1ccc(-c2c(NC(=O)c3ccc(F)cc3)nc3ncccn23)cc1` gave CCHFV vOTU inh -19.6.
`COCCNC(=O)C1C(=O)Nc2ccccc2C(=O)N1c1ccc2c(c1)OCCO2` (configuration not stated) gave CCHFV vOTU inh 26.3.
Cc1cccc(-c2cccc3c4c([nH]c23)[C@@H]2C[C@H](N(C)C(=O)c3ccccc3C)[C@H]([C@H](C)O)C(=O)N2CC4)c1 was read as CCHFV vOTU inh -5.8.

The results go on.
CC(C)C[C@H]1COc2cc(Br)ccc2S(=O)(=O)N1Cc1cn(CCC2OCCO2)nn1 was read as CCHFV vOTU inh 3.7.
For CCN(CC)C(=O)CC[C@@H]1CC[C@]2(CCCN(C(=O)c3ccco3)C2)O1 the results were CCHFV vOTU inh -2.6.
For O=C(c1ccncc1)N1CC[C@H]2[C@H](CCCN2Cc2ccccc2)C1 the results were CCHFV vOTU inh -3.3.
For CC1(C(=O)NCc2ccccc2)CN(S(C)(=O)=O)CC(=O)N1Cc1ccc2c(c1)OCO2 (configuration not stated) the results were CCHFV vOTU inh 2.9.
For O=C(Nc1ccccc1)N1Cc2cc(Br)ccc2-n2nncc2C1 the results were CCHFV vOTU inh 4.0.
NC(=O)c1ncn([C@@H]2O[C@H](C(=O)N3CCN(CC(=O)Nc4ccccn4)CC3)[C@@H](O)[C@H]2O)n1 was read as CCHFV vOTU inh 5.1.
Screening N#CCC[C@@H]1CC[C@]2(CCCN(S(=O)(=O)C3CCCCC3)C2)O1 returned CCHFV vOTU inh -2.3.
Screening CC(=O)C1=C(C)N(Cc2ccc(F)cc2)C(=S)NC1c1ccccc1 (configuration not stated) returned CCHFV vOTU inh 4.3.
COCCCN1C(=O)[C@H](CC(=O)N2CCOCC2)[C@]2(C(=O)OC)CCCCC=C12 was read as CCHFV vOTU inh -4.4.
Screening COc1ccc(S[C@]2(C(=O)N3CCOCC3)CC(=O)N(C(=O)/C=C/c3ccccc3)[C@@H]2c2ccc(OC)cc2)cc1 returned CCHFV vOTU inh 5.2.
`COc1ccc([N+](=O)[O-])cc1CN1CCN(c2ncc(Cc3ccccc3)cn2)CC1` gave CCHFV vOTU inh 14.3.
Screening CCOC(=O)[C@]12CCCC=C1N(CCc1ccc(OC)c(OC)c1)C(=O)[C@H](CC(=O)NCC13CC4CC(CC(C4)C1)C3)C2 returned CCHFV vOTU inh 9.3.
Screening COc1cccc(CNC(=O)[C@H]2CCCN2C(=O)[C@H]2CCCN2C(=O)c2ccc(F)c(F)c2)c1 returned CCHFV vOTU inh -10.3.
Screening COC(=O)[C@]12C[C@H](CC(=O)N3CCN(C(=O)c4ccco4)CC3)C(=O)N(Cc3ccccc3)C1=C[C@H](C1CCCC1)O[C@@H]2C returned CCHFV vOTU inh 4.0.
For CCCCCNC(=O)C(c1ccc(C#N)cc1)n1c(=O)c(-c2ccco2)nc2ccccc21 (configuration not stated) the results were CCHFV vOTU inh 21.0.
For O=C1[C@@H](C2CCCCC2)[C@@H]2c3ccccc3C=NN2[C@@H]2c3ccccc3C=NN12 the results were CCHFV vOTU inh 1.4.
Screening O=C(CN1CCC(NC(=O)Nc2ccc3c(c2)OCO3)CC1)Nc1ccc2c(c1)OCCO2 returned CCHFV vOTU inh -9.0.
`COc1ccccc1Cc1c(-c2cccc(Cl)c2)nc2c3ccccc3ccn12` gave CCHFV vOTU inh 7.0.
CN1C(=O)C[C@@](C#N)(C(=O)NCc2ccccc2)[C@H]1c1ccccc1 was read as CCHFV vOTU inh -1.5.
CC(=O)N1CCN(c2ccc(N3CCN(C(C)=O)[C@H](C)C3)c(C)c2)[C@H](C)C1 was read as CCHFV vOTU inh 3.4.
`CC(C)C[C@H]1COc2cccc(F)c2S(=O)(=O)N1Cc1cn(Cc2ccc(Cl)cc2)nn1` gave CCHFV vOTU inh 0.8.
CCOC(=O)C1=CCN(S(=O)(=O)c2ccc(Cl)cc2)C1c1cccc(Cl)c1 (configuration not stated) was read as CCHFV vOTU inh 3.9.
CCOC(=O)c1cccc(NC(=O)CN(C)S(=O)(=O)c2ccc(C)c(C)c2)c1 was read as CCHFV vOTU inh 11.6.
`CCOc1ccc(Oc2c(Cl)cnn(Cc3cccc4ccccc34)c2=O)cc1` gave CCHFV vOTU inh 2.1.
`OC(c1ccccc1)(c1ccccc1)C1CCN(CCCOc2cccc(F)c2)CC1` gave CCHFV vOTU inh 8.3.
COC(=O)[C@@]12CCCCC3=C1N(CCC3)C(=O)[C@H]2CC(=O)NCc1cccs1 was read as CCHFV vOTU inh 0.8.
Screening CC(=O)NC(Cc1ccc2c(c1)OCO2)C(=O)N1CCCN(C(C)=O)CC1 (configuration not stated) returned CCHFV vOTU inh 4.0.
For CCCC(=O)OC[C@H]1CN(C2CCCC2)S(=O)(=O)c2c(Oc3ccc(F)cc3)cccc2O1 the results were CCHFV vOTU inh 4.2.
Screening CC1(C(=O)N2CCC(Oc3cccnc3)CC2)CC1 returned CCHFV vOTU inh -0.9.
`COC1=C[C@H](C(=O)N[C@H]2CCCC[C@@H]2NC(C)=O)[C@@]2(C)Cc3ccccc3[C@H]2CC1=O` gave CCHFV vOTU inh 5.7.
`O=C(Nc1ccc(F)cc1)C(c1ccccc1OC(F)(F)F)N1CCN(C(=O)c2ccco2)CC1` (configuration not stated) gave CCHFV vOTU inh 26.2.
Screening COCCCNC(=O)CSc1nnc(-c2cccnc2)n1C1CCCCC1 returned CCHFV vOTU inh -6.0.
For COC(=O)C[C@@H]1OC[C@H](C(C)C)N1S(=O)(=O)c1ccc(C)cc1 the results were CCHFV vOTU inh 13.1.
Screening CC(NC(=O)OCc1ccccc1)[P+](=O)O (configuration not stated) returned CCHFV vOTU inh -1.2.

Screens from PubChem.
